SIRT5 inh – sirtuin-5 (human) deacylase inhibition; inhibition, % at 15 µM; AID 652115; actives 1.1% (n = 330,000); Purified SirT5, succinyl-peptide AMC, trypsin-coupled fluorescence; in the data active means inhibition above about 15%
Target sequence (Q9NXA8 whole entry, looked up): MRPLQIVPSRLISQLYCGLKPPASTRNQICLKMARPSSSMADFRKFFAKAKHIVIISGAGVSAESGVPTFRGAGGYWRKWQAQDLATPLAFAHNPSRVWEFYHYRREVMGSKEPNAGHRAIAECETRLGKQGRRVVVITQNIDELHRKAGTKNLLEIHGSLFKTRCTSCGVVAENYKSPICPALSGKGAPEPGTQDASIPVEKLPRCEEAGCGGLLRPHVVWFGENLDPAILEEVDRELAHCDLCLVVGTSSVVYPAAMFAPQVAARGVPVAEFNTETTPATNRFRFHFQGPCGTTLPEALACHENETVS
Cneo AK release – Cryptococcus neoformans lysis via adenylate kinase release; C. neoformans lysis, adenylate kinase release luminescence, 4 h; normalised: neutral wells 0, clomiphene wells 100; actives 0.2% (n = 360,000); lysis activity, % at 15 µM;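 active means mean lysis activity across replicates of at least 80%, whatever share of replicates individually reach that level; inactive means mean lysis activity below 80%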
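Test system: log-phase Cryptococcus neoformans yeast cells; Quantity: yeast cell density of 5 × 10^6 cells/mL; Buffer or medium: YPD; Doses: single compound concentration per well; Timing: 4 h at 37 °C static, read 1 h later; Measured by: AK luminescence; Read-out basis: lysis from increased AK signal; Control set: Clomiphene as positive control.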
esBAF inh – SWI/SNF esBAF complex inhibition | actives 2% (n = 350,000) | reporter increase, % at 12.5 µM | AID 602393 | mouse ES cells, Bmi1-luciferase knock-in reporter, 24 h; 100% = twice the neutral-well signal; in the data active means activation above about 40%;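 further: 0% = median of the plate's neutral control wells and 100% = double that signal; a rise in the Bmi1 reporter signal indicates esBAF inhibition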
ARNT TACC3 PPI – disruptors of human ARNT/TACC3 interaction. Q9Y6A5. AlphaScreen His-ARNT PAS-B/GST-TACC3 binding, luminescence; TACC3 fragment carries E629A point mutation. inhibition, % at 9.99 µM. actives 0.66% (n = 390,000). AID 623870;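 active means mean inhibition of replicates at least 50% and at least half of replicates each reaching 50%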;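 further: 0% = complete ARNT plus TACC3 wells and 100% = ARNT alone without TACC3; many hits fall short of the cut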
miR-122 sensor – miR-122 inhibition in Huh7 cells; Huh7 miR-122 Renilla luciferase sensor, 48 h; neutral wells = 0, positive control = 100; actives 0.3% (n = 340,000); activation (reporter increase), % at 12.5 µM;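 active means mean replicate activation score at least 90 and every replicate individually at or above 90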;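 further: higher luciferase means less miR-122 activity so hits act as miR-122 inhibitors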
ERp5 block – blocks human ERp5 reductase activity on insulin; inhibition, % at 9.99 µM; actives 0.05% (n = 350,000); AID 651711; ERp5 insulin aggregation, absorbance 650 nm, 90 min;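 active means mean replicate inhibition above about 25%, with every replicate also reaching it, limit read from the data, passing the limit was not always enough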
Target sequence (Q15084 whole entry, looked up): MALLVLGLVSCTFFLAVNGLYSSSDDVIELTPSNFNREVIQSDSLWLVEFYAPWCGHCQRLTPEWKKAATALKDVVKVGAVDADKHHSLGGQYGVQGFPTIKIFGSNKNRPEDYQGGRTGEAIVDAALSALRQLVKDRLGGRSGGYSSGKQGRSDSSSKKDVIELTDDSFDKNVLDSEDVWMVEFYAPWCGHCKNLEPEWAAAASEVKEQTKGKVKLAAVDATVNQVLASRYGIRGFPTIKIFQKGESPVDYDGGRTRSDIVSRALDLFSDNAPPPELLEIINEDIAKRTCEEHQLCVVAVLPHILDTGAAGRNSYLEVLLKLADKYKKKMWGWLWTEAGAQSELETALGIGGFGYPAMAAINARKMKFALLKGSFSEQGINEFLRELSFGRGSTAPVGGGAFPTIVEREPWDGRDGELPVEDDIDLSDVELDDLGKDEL
Statin myotox sup – protects C2C12 myotubes from simvastatin toxicity. ATP luminescence, 48 h; scaled: DMSO 0, geranylgeraniol control 100. rescue of ATP level, % at 7.49 µM. actives 0.78% (n = 330,000). AID 602340;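 active means mean ATP rescue above about 67%, or every replicate alone reaching that limit, limit read from the data, passing the limit was not always enough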;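 further: myotubes were challenged with 10 µM simvastatin during compound exposure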
The depositor's hits bear a star; · = not tested or not shown; [ ] = dose if it differs, or a comment.

Structure	Cneo AK release	miR-122 sensor	ARNT TACC3 PPI	esBAF inh	SIRT5 inh	ERp5 block	Statin myotox sup
CC1CCCN(C(=O)CN2CCC(c3nc4ccc(Cl)cc4[nH]3)CC2)C1 (stereo not drawn)	2	-22	-3	0	0	2	-42
O=C(Nc1ccc(C(=O)N2CCCC2)cc1)c1ccccc1Br	1	·	-3	·	1	-2	·
CCc1nc2ccc(C(=O)N(C)Cc3ccco3)cn2c1N(CC)Cc1cccc(Br)c1	2	6	·	1	0	9	-12
C[C@H]1CN([C@@H](C)CO)C(=O)c2cc(NC(=O)Nc3ccc(C(F)(F)F)cc3)ccc2O[C@H]1CN(C)C	-1	-7[16.7 µM]	18	0	3	-1	-12
CCCC1=[N+](CC(=O)c2ccc(Br)cc2)CCn2cccc21	2	6	-24	·	-5	0	·
Cc1ccc(-c2nn(-c3cc(Cl)ccc3[N+](=O)[O-])c(=O)c3ccccc23)cc1C	-2	3	19	-1	·	·	-10
C[C@H]1CN([C@@H](C)CO)C(=O)c2c(c3ccccc3n2C)-c2ccccc2CO[C@H]1CN(C)Cc1ccc(C(=O)O)cc1	2	·	-10	-3	-2	-4	1
COc1cc2cc(C(=O)Nc3ccc4c(c3)OCCO4)[nH]c2cc1OC	-5	-1	9	-39	2	1	-10

Laid out differently: results already given.
Structure: CC1CCCN(C(=O)CN2CCC(c3nc4ccc(Cl)cc4[nH]3)CC2)C1 (stereo not drawn)
  Cneo AK release: 2
  miR-122 sensor: -22
  ARNT TACC3 PPI: -3
  esBAF inh: 0
  SIRT5 inh: 0
  ERp5 block: 2
  Statin myotox sup: -42

Structure: O=C(Nc1ccc(C(=O)N2CCCC2)cc1)c1ccccc1Br
  Cneo AK release: 1
  miR-122 sensor: ·
  ARNT TACC3 PPI: -3
  esBAF inh: ·
  SIRT5 inh: 1
  ERp5 block: -2
  Statin myotox sup: ·

(next part)
Structure	Cneo AK release	miR-122 sensor	ARNT TACC3 PPI	esBAF inh	SIRT5 inh	ERp5 block	Statin myotox sup
COC(=O)C1=C(C)N=C2SC(C)C(=O)N2C1/C=C/c1ccccc1 (stereo not drawn)	1	-8	-4	10	·	·	·
COc1cc(-c2ncc3ccccn23)cc(OC)c1OC	1	-1	8	1	·	·	-11
CC(C)NC(=O)Nc1ccc2c(c1)CC(=O)N([C@H](C)CO)C[C@@H](C)[C@H](CN(C)C)O2	-3	1[16.7 µM]	·	-4	·	-2	-12
COc1cccc(C(=O)Nc2cccc(C(=O)NC3=NN(c4c(Cl)cc(Cl)cc4Cl)C(=O)C3)c2)c1	-7	-1	-4	6	·	·	·
CNC(=O)C(=O)N/N=C/c1cccnc1	·	·	0	·	1	-7	·
COCC(=O)Nc1ccc2c(c1)OC[C@@H](C)N(C(=O)c1ccccn1)C[C@@H](C)[C@@H](OC)CN(C)C2=O	·	-20[16.7 µM]	·	-6	·	·	4
CO[C@H]1CN(C)C(=O)c2cc(NC(=O)C3CC3)ccc2OC[C@H](C)N(Cc2cccc(F)c2)C[C@@H]1C	-3	·	-11	0	-1	-1	-5
COc1ccc(CC(=O)N(C)Cc2cccc(F)c2)cc1S(=O)(=O)N1CCOCC1	-1	-2	1	-2	4	4	10
C[C@H](O)C#Cc1ccc2c(c1)O[C@@H](CN(C)C(=O)C1CC1)[C@@H](C)CN([C@@H](C)CO)S2(=O)=O	47	3[16.7 µM]	17	-6	4	-3	15
Cc1ccc(S(=O)(=O)Nc2cc(C)c(O)c(Sc3n[nH]c(C)n3)c2)cc1	1	79	0	2	0	1	-2
COCCN(C(=O)CCC(=O)Nc1ccccn1)C(C(=O)NC1CCCC1)c1ccc(OC)cc1 (stereo not drawn)	-3	1	-1	-4	·	·	1
S=c1[nH]c2ccccc2o1	·	·	7	·	-13	6	·
Cc1ccc(NC(=S)N(CCN2CCCCC2)Cc2ccco2)cc1C	·	·	0	·	-6	12	·
CCN1/C(=C/c2ccc3ccccc3[n+]2CCCS(=O)(=O)[O-])C=Cc2cc(C)ccc21	0	-13	1	-8	-4	3	0
Cc1sc2ncn(CC(=O)N3CCCCC3)c(=O)c2c1S(=O)(=O)N1CCC(C)CC1	-4	3	2	5	10	-4	40
O=C(Nc1cc(S(=O)(=O)Nc2ccc(Cl)cc2)ccc1O)c1ccc(F)cc1F	2	118*	6	-2	9	-5	-8
CCCCC(=O)Nc1cccc(NC(=O)c2cccc([N+](=O)[O-])c2)c1	·	-8	10	-4	0	5	-5
CCCCN(Cc1ccccc1)C(=O)C1CCN(Cc2sccc2C)CC1	·	·	-6	·	-6	-2	·
CN(C)S(=O)(=O)N(CC(=O)N(Cc1ccccc1)Cc1ccccc1)c1ccccc1	2	-2	2	-12	·	·	-16
Cc1nc(SC(C(N)=O)c2ccccc2)c(C#N)c(C)c1C (stereo not drawn)	-1	0	·	·	-7	3	·
COc1cc(C=NNC(=S)Nc2ccc(S(=O)(=O)N3CCCCC3)cc2)cc(OC)c1OC	-1	1	·	17	1	-7	10
Nc1nc2c(s1)CCc1ccccc1-2	-8	10	15	27	0	-1	3
COc1cc(C(=S)N2CCCC2)ccc1O	-1	-9	5	-9	·	·	22
O=C(Nc1nc2ccccc2s1)C1CCN(C(=O)c2ccco2)CC1	0	-1	-3	21	-2	3	3
O=C(O)c1ccc(NC(CSCc2ccc(F)cc2)C(=O)O)c([N+](=O)[O-])c1 (stereo not drawn)	0	-12	2	2	·	·	3
O=C(NCc1ccccc1CN1CCCC1)c1ccc(S(=O)(=O)Nc2ccccc2)cc1	2	0	·	-2	3	3	-23
C[C@H](CO)N1C[C@H](C)[C@H](CN(C)Cc2ccc3c(c2)OCCN3C)OCc2cn(nn2)CCCC1=O	5	1[16.7 µM]	0	-7	-4	3	-5
COc1ccc(Br)cc1C1NC(=O)c2c(sc3c2CCN(C)C3)N1 (stereo not drawn)	0	-3	1	-11	·	·	32
CC(=O)c1ccc(C(=O)Nc2nnc(-c3ccc(Cl)cc3)o2)cc1	-3	6	14	-5	-2	-6	-9
CCN1C(=O)[C@@H]2[C@@H](c3ccc(SC4CCCCC4)c(OC)c3)N3CCC[C@@]3(C(=O)OC)[C@@H]2C1=O	0	1	1	1	-2	4	15
O=C(CSc1nnc(COc2ccc(Cl)cc2)o1)NC1CCCCC1	3	·	-4	·	0	-1	·
CC1(C)Oc2ccc(C(=O)N3CCOCC3)cc2N(CC(=O)Nc2ccccc2)C1=O	-1	-4	-1	-6	·	·	-7
C[C@@H]1CN([C@H](C)CO)C(=O)c2cc(-c3ccc(F)cc3)cnc2O[C@@H]1CN(C)S(C)(=O)=O	2	-1[16.7 µM]	-1	-3	-1	0	-5
O=C(O/N=C/c1cccc([N+](=O)[O-])c1)C1CC1	0	-11	-1	-3	·	·	0
CCc1nc2ccccc2c(C(=O)O)c1C	4	2	-3	3	·	·	-3
CCOC(=O)c1cc(S(=O)(=O)NC2CCN(C(=O)OCC)CC2)cn1C	-2	·	·	3	·	·	0
O=C(CSc1cccc[n+]1[O-])c1cccs1	·	·	7	·	-3	-4	·
CNc1ccc(C(=O)OCC(=O)NC(=O)NC2CCCC2)cc1[N+](=O)[O-]	-2	-5	·	-8	-3	1	7
O=C(c1cccc(F)c1)N1C[C@@H]2[C@H](c3ccccc31)[C@@H](CO)N2C(=O)c1cccc(F)c1	56	30[16.7 µM]	1	0	1	4	2
CN(C(=O)c1ccc(NC(=O)Cc2ccc(NC(=O)C3CCN(C(=O)C4CCC4)CC3)cc2)cc1)C1CC1	1	3	-1	-2	·	-4	-6
C[C@H]1CN([C@@H](C)CO)C(=O)Cc2cc(NC(=O)Cn3cnnn3)ccc2O[C@H]1CN(C)CC1CC1	-1	4[16.7 µM]	-7	-1	4	8	10
COCCCNC(=O)c1cn(-c2cccc(OC)c2)c(=O)c2ccccc12	-3	-1	6	1	-1	4	-4
C[C@@H]1CN([C@@H](C)CO)S(=O)(=O)c2ccc(-c3ccccc3)cc2O[C@@H]1CN(C)S(C)(=O)=O	3	8[16.7 µM]	9	0	-2	-5	0
CCCCOC(=O)C(C)Oc1ccc(=O)n(-c2ccccc2)n1 (stereo not drawn)	-1	-5	-24	4	-7	5	-14
CC(=O)Nc1ccc(S(=O)(=O)N2CN(c3ccc(C)cc3)c3nc4ccccc4nc32)cc1	9	-3	7	-3	7	2	-9
O=C(O)C1(c2ccccc2)CCN(S(=O)(=O)c2ccc(F)c(F)c2)CC1	0	·	-4	-1	-1	-1	-1
CN(C)/C=C(/C(=O)c1ccc(Cl)c(Cl)c1)c1nnnn1-c1ccccc1	3	2	16	-2	4	-4	-17
Cc1cc(C)c(S(=O)(=O)Nc2ccc(N3CCOCC3)cc2)c(C)c1	0	29	-6	·	-6	-1	·
Cc1nc2ccccn2c1C(=O)N/N=C/c1ccccc1	-2	4	-3	8	-3	1	3
CCCCNC(=O)c1cc2n(n1)C(C(F)(F)F)CC(c1ccccc1)N2 (stereo not drawn)	-1	-10	-8	-9	·	·	20
Cc1ccc(C)c(N=Cc2ccc(-c3ccc([N+](=O)[O-])cc3)o2)c1	·	·	0	·	0	-3	·
ClCCN1C2=NCCCN2c2ccccc21	·	·	-6	·	-3	3	·
COc1ccc(CN(C)C[C@@H]2Oc3ccc(NS(=O)(=O)c4cn(C)cn4)cc3CC(=O)N([C@@H](C)CO)C[C@@H]2C)cc1	-1	-1[16.7 µM]	·	-1	3	-2	0
COc1cccc(C(=O)NCC2(c3ccc(OC)c(OC)c3)CCCC2)c1	-1	-4	9	-14	·	1	4
COc1ccc(C2NC(=O)C(C#N)=C(S)N2c2ccc(C)cc2)cc1OC (stereo not drawn)	·	19	7	·	-3	1	·
CCN(CC(=O)Nc1ccc(S(=O)(=O)N2CCCC2)cc1)CC(=O)Nc1ccccc1C(F)(F)F	0	-8	-7	-4	0	8	4

Gathered by group: those above containing a cyano group (2)
Structure	Cneo AK release	miR-122 sensor	ARNT TACC3 PPI	esBAF inh	SIRT5 inh	ERp5 block	Statin myotox sup
Cc1nc(SC(C(N)=O)c2ccccc2)c(C#N)c(C)c1C (stereo not drawn)	-1	0	·	·	-7	3	·
COc1ccc(C2NC(=O)C(C#N)=C(S)N2c2ccc(C)cc2)cc1OC (stereo not drawn)	·	19	7	·	-3	1	·

Carrying on.
Structure	Cneo AK release	miR-122 sensor	ARNT TACC3 PPI	esBAF inh	SIRT5 inh	ERp5 block	Statin myotox sup
Cc1csc(NC(=O)c2ccc(=O)[nH]c2)n1	0	-1	1	1	5	0	5
Cc1cc(C)cc(N(C(=O)C(F)(F)F)C(C(=O)NC2CCCCC2)c2cccs2)c1 (stereo not drawn)	0	0	-1	-2	·	·	15
CC[C@H](C)[C@H](NS(=O)(=O)c1ccc(C)cc1)C(=O)N1CCC(C(=O)N[C@@H](C)C(=O)O)CC1	-1	-2	2	4	·	·	4
COc1ccc(S(=O)(=O)N2CCCCN3[C@H](CO)[C@@H](c4ccc(-c5cccnc5)cc4)[C@@H]3C2)cc1	-3	-9[16.7 µM]	2	·	3	-1	·
O=[N+]([O-])c1ccc(S(=O)(=O)N2CCN(Cc3ccco3)CC2)cc1	2	·	2	5	-1	2	1
CCOc1ccc(S(=O)(=O)N2CCOCC2)cc1NC(=O)CSC(=S)N1CCCC1	·	·	-2	·	-1	4	·
CCC1=C(OC(=O)N(CC)CC)N2C(=O)OC(=NCC3CC3)[C@]2(C)[C@H]2C1=CC[C@H]1C(=O)NC(=O)[C@H]12	33	·	-1	2	·	-5	2
COCc1cn(CC[C@H]2CC[C@H](NC(=O)Nc3c(C)noc3C)[C@H](CO)O2)nn1	41	7[16.7 µM]	18	-1	9	2	9
COc1ccc(S(=O)(=O)Nc2ccc3c(c2)C(=O)N([C@@H](C)CO)C[C@@H](C)[C@@H](CN(C)S(=O)(=O)c2cccs2)O3)cc1	1	8[16.7 µM]	-7	-2	2	7	30

Source: PubChem BioAssay
